Artemis inh – blocks endonuclease activity of human Artemis; Q96SD1; inhibition, % at 10 µM; actives 0.78% (n = 30,000); recombinant Artemis, quenched FAM hairpin cleavage fluorescence;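 active = at 10 µM dose, at least 30% inhibition, measured as corrected fluorescence normalized to stimulator and neutral control wells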
Target sequence (Q96SD1 whole entry, looked up): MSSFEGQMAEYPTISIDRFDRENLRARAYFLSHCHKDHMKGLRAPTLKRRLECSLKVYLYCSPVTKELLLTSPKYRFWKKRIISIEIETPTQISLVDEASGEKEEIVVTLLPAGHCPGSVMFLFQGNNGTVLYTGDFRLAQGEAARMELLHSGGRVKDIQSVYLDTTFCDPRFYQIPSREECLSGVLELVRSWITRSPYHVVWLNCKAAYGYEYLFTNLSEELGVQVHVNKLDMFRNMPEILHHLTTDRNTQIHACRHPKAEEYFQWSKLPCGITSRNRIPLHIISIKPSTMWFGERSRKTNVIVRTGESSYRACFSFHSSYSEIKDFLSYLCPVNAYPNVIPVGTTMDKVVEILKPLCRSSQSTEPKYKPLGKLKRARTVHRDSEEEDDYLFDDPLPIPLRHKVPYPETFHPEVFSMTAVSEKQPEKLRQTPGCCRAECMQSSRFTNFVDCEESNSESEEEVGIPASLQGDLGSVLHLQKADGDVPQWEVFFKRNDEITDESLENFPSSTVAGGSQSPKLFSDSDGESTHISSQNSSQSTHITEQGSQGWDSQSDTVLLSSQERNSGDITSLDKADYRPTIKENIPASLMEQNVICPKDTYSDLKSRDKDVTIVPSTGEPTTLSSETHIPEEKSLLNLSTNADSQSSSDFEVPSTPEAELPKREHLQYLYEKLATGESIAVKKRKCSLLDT
An asterisk follows results filed as active.

SMILES	Artemis inh
CCN(/C=N/c1sc2c(c1C#N)CCCCC2)CC	4.5
COc1ccc(NC(=O)C(NC(C)=O)C(=O)NCc2ccccc2OC)cc1 (stereo unspecified)	5.6
COc1ccc(CCNC(=O)c2ccc(CNS(=O)(=O)c3cc(C)ccc3C)cc2)cc1OC	14.6
Cc1ccccc1C(=O)NC1CCN(C(=O)N2CCOCC2)CC1	-6.4
Cc1ccc(C)n1NC(=O)c1cccc(Cl)c1	7.1
O=C1c2cccc3cccc(c23)N1CN1CCN(c2ccccn2)CC1	0.9
COc1ccc(NC(=O)CCc2nc(-c3ccc(C)cc3)no2)cc1Cl	-7.2
CC(=O)Nc1nc(C)c(Oc2ccc(Cl)cc2Cl)c(=O)[nH]1	-3.1
CCOC(=O)c1cc2c(s1)-c1ccccc1CC2	2.4
O=C(CCc1c[nH]c2ccccc12)NC1CC1	-8.9

Later entries
SMILES	Artemis inh
CCOC(=O)Cn1nc(/C=C/c2ccc(OC)cc2)ccc1=O	-0.3
Cc1cc(C)c(C(N)=O)c(Nc2ccc3c(c2)OCCO3)n1	-3.8
Cc1ccc(C)c(NC(=S)NC(NC(=O)Cc2ccccc2)C(Cl)(Cl)Cl)c1 (stereo unspecified)	-3.6
Cc1ccc(N2C(N)=NC(N)=NC23CCCC3)c(C)c1	-2.5
O=C(Nc1cccc(Cl)c1N1CCCCC1)c1ccc2c(c1)OCCO2	-1.9
O=c1c2ccccc2nc(CSc2nnnn2-c2ccccc2)n1-c1ccccc1Cl	-9.0
CCCOc1c(Br)cc(/C=N/O)cc1OC	-3.0
COc1ccc(C2(C)NC(=O)N(CC(=O)Nc3ccc4c(c3)OCO4)C2=O)cc1OC (stereo unspecified)	5.6
COC(=O)c1c(N)n(-c2ccc(NC(C)=O)cc2)c2nc3ccccc3nc12	9.4
CCNC(=O)CCn1nc(-c2ccc(Cl)cc2)c2ccccc2c1=O	9.5

Additional compounds follow:
SMILES	Artemis inh
CC(=O)CCn1c(=O)n(CCC(C)=O)c(=O)n(CCC(C)=O)c1=O	-0.5
Cc1cccc(NC(=O)NNC(=O)c2cc(-c3ccccc3Cl)nc3ccccc23)c1	21.1
CCN(c1ccccc1)S(=O)(=O)c1cc(C(=O)O)ccc1C	13.7
CCCn1c(CCc2ccccc2)nnc1SCC(=O)N1CCOCC1	11.0
CCC(=O)c1ccc(OCC(O)CN2CCOCC2)cc1 (stereo unspecified)	-4.7
CN1/C(=C\C(=O)c2cccs2)Sc2ccccc21	1.3
O=C(Cn1c(=O)n(Cc2ccc3c(c2)OCO3)c(=O)c2ccccc21)N1CCCc2ccccc21	8.1
COC(=O)c1oc2c(c1C)C1(CCC2)SCCS1	2.2
N#Cc1cccc(C(c2nnnn2C2CCCC2)N2CCCCCC2)c1 (stereo unspecified)	-0.3
CCC(=O)NC1(C(F)(F)F)C(=O)Nc2c1c(=O)[nH]c(=O)n2Cc1ccco1 (stereo unspecified)	-14.3

Gathered by group, those above containing a furan ring, fused or not.
SMILES	Artemis inh
COC(=O)c1oc2c(c1C)C1(CCC2)SCCS1	2.2
CCC(=O)NC1(C(F)(F)F)C(=O)Nc2c1c(=O)[nH]c(=O)n2Cc1ccco1 (stereo unspecified)	-14.3

The results go on:
SMILES	Artemis inh
Cn1c(=O)[nH]c(=O)c2c1nc(NCc1ccccc1)n2CCCc1ccccc1	7.6
CCn1c(COc2ccc3c(c2)OCO3)nnc1SCC(=O)O	-3.8
N#Cc1c(-c2ccccc2)nc(N2CCOCC2)[nH]c1=O	4.0
CCC(=O)c1c[nH]c(C(=O)NCC2CCCO2)c1 (stereo unspecified)	-7.3
Cc1cccc(NC(=O)c2ccoc2C)n1	-1.8
Cc1ccc2nc(SCc3nc4c(cnn4-c4ccccc4)c(=O)[nH]3)[nH]c2c1	9.2
N#CCN1CCN(CCC(=O)Nc2ccc(OCc3ccccc3)cc2)CC1	-2.9
O=C(OCC(=O)c1cccs1)C1=COCCO1	-7.0
Cc1ccc(S(=O)(=O)N/N=C/c2ccc(OS(=O)(=O)c3ccc(C)c([N+](=O)[O-])c3)cc2)cc1	13.2
CCCN(C(=O)Cc1nc(N)n[nH]1)C1(C(=O)Nc2ccccc2C)CCCCC1	3.2

Additional compounds follow.
SMILES	Artemis inh
COc1ccc(NC(=S)Nc2ccc(Oc3ccccc3)cc2)cc1	-1.8
Cc1ccc(C23CC4CC(CC(NC(=O)N5CCN(C)CC5)(C4)C2)C3)cc1	5.3
CC(C)CNc1nc(Oc2ccc(=O)n(-c3ccccc3)n2)nc(N2CCOCC2)n1	9.1
Cn1nc(-c2ccccc2)c(CSc2ccccc2)c1Cl	-2.9
Cc1ccc(C(C)C)c(OCC(=O)Nc2ccc(N3CCN(S(C)(=O)=O)CC3)cc2)c1	-1.3
COC(C(=O)Nc1ccc(F)cc1)c1ccccc1 (stereo unspecified)	12.8
Cc1ccccc1OCCNC(=O)c1ccccc1Sc1ccccc1C#N	-10.7
COc1cc2cc(CN(CCN3CCCC3)C(=O)Nc3ccc(F)cc3)c(=O)[nH]c2cc1OC	8.4
COc1cc(C2C(C#N)=C(N)OC3=C2C(=O)CCC3)cc(OC)c1OC(=O)N1CCOCC1 (stereo unspecified)	6.9
COC(=O)C1=C(N)Oc2cc(C)n(CCCn3ccnc3)c(=O)c2C1c1cccc(Cl)c1 (stereo unspecified)	-1.2

Remaining list, next part:
SMILES	Artemis inh
O=C(Nc1cccc2nsnc12)c1ccc2c(c1)OCO2	1.6
COC(=O)c1ccc(C(=O)OC)c(NC(=O)CN2CCN(c3ccc(OC)cc3)CC2)c1	12.9
CCn1c(COc2ccc(Cl)cc2)nnc1SCc1ccc(C#N)cc1	-2.0
CCC(C)NC(=O)c1cc(Cl)ccc1OC (stereo unspecified)	1.2
CCC(C)(C)NC(=O)C(c1ccc(F)cc1)N(Cc1ccco1)C(=O)CCC(=O)Nc1ccccn1 (stereo unspecified)	-4.2
Cc1ccc(S(=O)(=O)c2c(N)n(/N=C/c3ccco3)c3nc4ccccc4nc23)cc1C	11.4
COc1cc(OC)cc(C(=O)NC2CCN(CC(=O)Nc3cccc4ccccc34)CC2)c1	-3.8
Cc1cccc(OCC(O)Cn2c(-n3nc(C)cc3C)nc3c2c(=O)[nH]c(=O)n3C)c1 (stereo unspecified)	9.2
COc1ccc(-c2nnc(SCc3ccccc3F)o2)cc1OC	-3.2
CC(=O)Oc1ccc2c(C)cc(=O)[nH]c2c1	-2.8

Further compounds
SMILES	Artemis inh
Cc1nc(N2CCCC2C(=O)O)c2oc3ccccc3c2n1 (stereo unspecified)	-2.4
O=c1cc(O)nc(SCc2ccccc2Cl)[nH]1	-6.6
COC(=O)C1=C(C)N(C)C(C)=C(C(=O)OC)C1c1ccncc1	-7.3
Cc1ccc2nc(-c3cccc(S(=O)(=O)N(C)C)c3)cn2c1	5.2
Cn1ncc(Cl)c1C(=O)N1CCCc2ccccc21	-5.3
CCN(CC)CCC(=O)Nc1ccc2c(c1)N(C(=O)CN(CC)CC)c1ccccc1CC2	5.0
c1ccc2c(c1)nc1n2CCN1CCNC1CCCCC1	-2.6
O=C(CN1CCN(c2ccc(F)cc2)CC1)Nc1cccc(C(F)(F)F)c1	1.4
CCc1nc(SCCO)c2oc3ccccc3c2n1	0.3
C/C(CC(=O)NCc1ccco1)=N\NC(=O)Cc1cccc2ccccc12	2.8

As entered above.
Artemis inh result of c1ccc2c(c1)nc1n2CCN1CCNC1CCCCC1 is entered as -2.6
Artemis inh result of Cn1ncc(Cl)c1C(=O)N1CCCc2ccccc21 is entered as -5.3
Artemis inh result of COC(=O)C1=C(C)N(C)C(C)=C(C(=O)OC)C1c1ccncc1 is entered as -7.3
Artemis inh result of O=c1cc(O)nc(SCc2ccccc2Cl)[nH]1 is entered as -6.6
Artemis inh result of O=C(CN1CCN(c2ccc(F)cc2)CC1)Nc1cccc(C(F)(F)F)c1 is entered as 1.4

Continuation.
SMILES	Artemis inh
COC(=O)C(C)N1C(=O)S/C(=C/c2cc(C)n(-c3ccccn3)c2C)C1=O (stereo unspecified)	1.0
O=S(=O)(c1ccccc1)n1ccc2ccccc21	0.3
O=C(O)c1cnn2c1NC(c1cccs1)CC2C(F)(F)F (stereo unspecified)	10.1
Cn1ncc(C#N)c1NC(=O)c1cc(-c2ccccc2Cl)on1	-8.1
CC(C)Cn1nc(NC(=O)C2CCCO2)c2cc3ccccc3nc21 (stereo unspecified)	4.5
COc1ccc(/C(C#N)=C/c2c(-c3ccc(Cl)cc3)nc3c(C)cccn23)cc1	12.4
CC(=O)Nc1ccc(-c2nn[nH]n2)cc1Cl	-2.6
CN(C)c1ccc(C=C2C(=O)OC(C)(C(C)(C)C)OC2=O)cc1 (stereo unspecified)	13.6
CC(C)OC(=O)CC12CN(C)CC(CC(=O)OC(C)C)(CN(C)C1)C2=O	-2.3
CCCn1nnc(NC(=O)c2ccc(OC)cc2)n1	-0.2

Next section.
SMILES	Artemis inh
CCOC(=O)N1CCN(C(=O)CN(Cc2ccccc2)S(=O)(=O)c2ccc(OC)c(C)c2)CC1	-7.3
Cc1cc(C(=O)OCC(=O)c2c(N)n(C)c(=O)n(C)c2=O)c(C)n1-c1ccccc1	3.7
Cc1ccc(/C(CSc2nccn2-c2ncc(C(F)(F)F)cc2Cl)=N\O)cc1	2.6
O=C(NCc1ccccc1)N1CCN(c2ccc(F)cc2)CC1	2.0
O=c1[nH]c2ccccc2n1C1=CCCC1	-4.5
COc1ccc2nc(NC(=O)CSc3ccccc3)sc2c1	1.4
COc1ccc(/C=C2\OC(=O)c3c(OC)cccc32)cc1OC	0.7
OC(Cn1cncn1)c1ccc(Cl)cc1Cl (stereo unspecified)	-1.4
CC1Cc2ccccc2N1C(=O)CCN1C(=O)C2C3C=CC(C3)C2C1=O (stereo unspecified)	4.1
COCCn1nnnc1CN(CCCN1CCOCC1)Cc1cc2c(C)ccc(C)c2[nH]c1=O	2.3

More structures follow.
SMILES	Artemis inh
COc1ccc(C(CC(=O)O)NC(=O)COc2ccccc2OC)cc1OC (stereo unspecified)	-12.2
CC(C)n1c(Nc2ccccc2)nc2ccccc21	4.2
CSc1nc(N(CCO)CCO)c2sc3nc(-c4ccco4)c4c(c3c2n1)CCC4	46.1*
COC(=O)COc1ccc(S(=O)(=O)N2CCN(c3ccccc3F)CC2)cc1	7.8
CCOC(=O)N1CCN(Cc2nc(N)nc(Nc3ccc(Oc4ccccc4)cc3)n2)CC1	39.2*
COc1cc2c(C(=O)NCc3ccc4c(c3)OCO4)cn(CC(C)C)c(=O)c2cc1OC	-2.4
Cc1cc(=O)oc2cc3c(cc12)OCCN3	0.2
Cc1ccc(CN2CN(S(=O)(=O)c3cccs3)c3nc4ccccc4nc32)cc1	1.2
COc1cc(/C=N\n2nnnc2N)ccc1OCc1ccc(F)cc1	5.2
Cc1ccc(OCC(=O)N(Cc2ccc(N(C)C)cc2)C2CCS(=O)(=O)C2)cc1 (stereo unspecified)	3.6

(more compounds)
SMILES	Artemis inh
Cc1ccc(C)c(-n2c(SCC(=O)Nc3nonc3C)nnc2-c2ccoc2C)c1	8.2
N#Cc1ccc(NC(=O)COC(=O)C2=COCCO2)cc1	12.2
CN1CCN(CC(=O)N(C)c2nc(-c3ccccc3)cs2)CC1	-2.0
CN(c1ccccc1)S(=O)(=O)c1cccc(NC(=O)Cn2cnc3ccccc3c2=O)c1	0.8
CCc1[nH]nc2c1C(c1ccsc1)C(C#N)=C(N)O2 (stereo unspecified)	-3.7
CCc1ccc(CC)c(S(=O)(=O)Nc2ccc(C(=O)O)c(O)c2)c1	1.1
CCC(CC)C(=O)Nc1cccc(/C(C)=N/NC(=O)c2c(Br)cnn2C)c1	2.5
Cc1nc2ccccc2nc1OCC(=O)NCc1ccc2c(c1)OCO2	-1.7
COCCn1c(C)cc(C2=NNC(=Nc3ccccc3)SC2)c1C	10.8
COc1ccc(C(=O)NN(C)c2nc(-c3ccccc3)nnc2C(F)(F)F)cc1	-9.1

Further results:
SMILES	Artemis inh
O=C(/C=C(\O)c1ccc(Cl)cc1)C(=O)NNC(=O)C(O)(c1ccccc1)c1ccccc1	21.6
O=C(COC(=O)c1cnccn1)Nc1ccc2c(c1)OCO2	9.1
C[N+](C)(C)CCOC(=O)C1(c2ccccc2)CCCC1	-2.0
Cc1nnc(C)n1/N=C/c1ccc(-c2ccccc2)cc1	-0.9
Cc1ccc(C2NNC(=O)C2NC(=O)c2ccccc2)cc1 (stereo unspecified)	7.2
COc1ccc(NC(=S)N2CCN(C/C=C/c3ccccc3)CC2)cc1OC	0.1
COc1ccc(CCNc2nc(N3CCCCC3)nc(N3CCCCC3)n2)cc1OC	-6.0
Cc1cc(Cl)cc(C)c1OCC(=O)O	-1.3
O=[N+]([O-])c1ccc(NNC(=S)Nc2ccccc2)cc1	6.2
O=C(O)CCC(=O)N1CCOc2ccc(Cl)cc21	-10.1

The results go on:
SMILES	Artemis inh
CCOC(=O)c1nnn(-c2nonc2-n2cccc2)c1CN1CCCCC1	2.4
COC(=O)Cc1c(O)ccn(Cc2ccccc2OC)c1=O	-0.7
CCN(CC)c1nc2ccccc2nc1C(C#N)C(=O)NCCCOC (stereo unspecified)	6.6
COc1ccc(C(=S)Nc2ccccc2)cc1	-7.1
C=CCc1ccccc1OCC(O)CN1CCN(c2ccccc2F)CC1 (stereo unspecified)	-2.3
O=C(c1cccnc1)N1C2C=CC(C2)C1(C(F)(F)F)C(F)(F)F (stereo unspecified)	-1.2
CC1(C)CC(=O)C2=C(C1)NC(=O)CC2c1cccc(F)c1 (stereo unspecified)	-7.7
COc1ccc(Cl)c(S(=O)(=O)N2CCCC2)c1	8.2
Cc1cc(=O)n2nc(N3CCCC(C(=O)N4CCN(C)CC4)C3)sc2n1 (stereo unspecified)	-2.7
COc1ccc(C(=O)NC2CCCCCC2)cc1S(=O)(=O)Nc1ccc(Br)cc1	-10.9

(further entries)
SMILES	Artemis inh
COC(=O)c1nn(-c2ccccc2)c(Sc2ccc(C)cc2)c1/C=N/O	-1.6
CC1(C)C2CCC1(CS(=O)(=O)N1CCCc3ccccc31)C(=O)C2 (stereo unspecified)	5.3
CCCC(=O)c1ccc(N2CCOCC2)c(F)c1	-8.8
Oc1ccccc1-c1nnc(-c2ccc(C(F)(F)F)cc2)o1	17.2
Oc1ccc(F)cc1-c1cc(-c2ccc3c(c2)OCCO3)n[nH]1	6.4
CCOC(=O)c1cnc(SCc2nc(N)nc(Nc3ccccc3)n2)nc1N	4.0

Compound activity: PubChem, Sanford-Burnham Center for Chemical Genomics

This is a subset; count on the stated rates, not on these rows.
